CAL PDZ FP-1: CAL PDZ (human) peptide binding inhibition. Q9HD26. purified CAL PDZ, TMR-peptide fluorescence polarization, 1 h. inhibition, % at 24.9 µM. 0.92% of 300,000 active. AID 602252;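 active = mean inhibition of at least 30% with at least half of replicates also reaching 30%; inconclusive = no clear call, values can overlap the other calls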;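 also: 0% = DMSO neutral control and 100% = excess unlabeled competitor peptide PRC23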
cardiac RTF act: cardiac RTF calcium sensitization; P19429+P45379; IANBD-labeled TnC RTF fluorescence at EC20 calcium; 0% EC20 calcium, 100% full calcium; activation, % at 7.2 µM; 0.24% of 340,000 active;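 active = activation above the mean over all tested compounds plus 3 SD, cut at about 30% in these data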;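 also: rise in fluorescence read as greater calcium sensitivity of cardiac thin filaments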
Wnt act: activates Wnt/beta-catenin signaling in a reporter cell assay. 1.2% of 300,000 active. activation, % at 9.35 µM. AID 743398. activator, plate reader; in the data active = activation above about 30%, passing the limit was not always enough; inconclusive = no clear call, values can overlap the other calls;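 also: 0% = neutral control wells and 100% = positive control wells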
MITF TRPM1 HTS: MITF TRPM1 promoter activation in melanoma cells; activation, % at 12.5 µM; SK-MEL-5 TRPM1-promoter luciferase, 24 h; % of positive control, neutral wells = 0; AID 588334; 0.75% of 300,000 active;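 active = mean activation of at least 80% with every replicate also reaching 80%; inconclusive = mean reaches 80% but some replicate falls short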;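 also: 0% = neutral control wells and 100% = parthenolide positive control wells; values of inactives mirror those of a sister screen read the other way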
CAL PDZ FP-2: blocks peptide binding to human CAL PDZ domain | Q9HD26 | purified CAL PDZ, TMR-peptide fluorescence polarization, 1 h | inhibition, % at 20 µM | 0.02% of 330,000 active | AID 504414;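 active = highest replicate inhibition of at least 40%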;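 also: plate controls were DMSO neutral control wells for no effect and unlabeled competitor peptide control wells for full effect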
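Assay system – tagged CAL PDZ protein CerCALP, purified · Timing – 1 h at RT · Compound – single point, 20 µM · Measured by – fluorescence polarization from S- and P-plane intensities, G-factor corrected · Evaluation – inhibition from polarization loss · Probe or stimulus – TMR reporter peptide T*-PRC34 · Buffer or medium – pH 7.4 phosphate-saline buffer, reducing agent, detergent, IgG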
V-ATPase pHluor: yeast V-ATPase proton transport regulation by pHLuorin | S. cerevisiae, pHLuorin cytosolic pH fluorescence | response, % at 10 µM | 0.37% of 350,000 active; in the data active = response mostly above about 7.3%, no sharp cut-off; inactive = mostly below about 5.4%; also: actives read high; inactives centre near 0; some compounds called inactive have numbers as strong as hits; reference of the scale not given here
dFosB activator: enhances mouse delta FosB homodimer DNA binding; purified delta FosB, TAMRA-CDK5 oligo fluorescence polarization; percent of positive-control signal above neutral wells; activation, % at 25 µM; P13346; 0.99% of 340,000 active;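 active = mean activation above about 17%, with every replicate also reaching it, limit read from the data, passing the limit was not always enough; inconclusive = only one of the two conditions met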;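 also: fluorescence polarization rise as delta FosB binds a TAMRA Cdk5 AP-1 oligo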
Tat export inh: blocks Tat-dependent protein export in E. coli. E. coli MC4100 TorA-mCherry Tat export, fluorescence. inhibition, % at 10 µM. 0.036% of 340,000 active. AID 488895;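 active = mean replicate inhibition at least 50% and at least half of replicates individually reaching 50%; inconclusive = only one of the two criteria met; inactive = neither criterion met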;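 also: exported cargo escapes ClpAP degradation while cytoplasmic cargo is degraded and loses fluorescence; 0% = median of neutral control wells and 100% = median of NaSCN control wells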
CDK5 p35 inh: blocks human CDK5/p35 kinase activity; Q00535+Q15078; inhibition, % at 10 µM; Recombinant CDK5/p35, ADP-Glo luminescence, 60 min; 0.01% of 330,000 active;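 active = highest replicate inhibition of at least 50% and at least 75% of replicates reaching 50%; inconclusive = only one of the two criteria met; inactive = both criteria failed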;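 also: plate controls were DMSO neutral control for no effect and GW8510 at 10 µM for full effect; many of its hits are not listed in these tables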
Target sequence (Q00535 whole entry, looked up): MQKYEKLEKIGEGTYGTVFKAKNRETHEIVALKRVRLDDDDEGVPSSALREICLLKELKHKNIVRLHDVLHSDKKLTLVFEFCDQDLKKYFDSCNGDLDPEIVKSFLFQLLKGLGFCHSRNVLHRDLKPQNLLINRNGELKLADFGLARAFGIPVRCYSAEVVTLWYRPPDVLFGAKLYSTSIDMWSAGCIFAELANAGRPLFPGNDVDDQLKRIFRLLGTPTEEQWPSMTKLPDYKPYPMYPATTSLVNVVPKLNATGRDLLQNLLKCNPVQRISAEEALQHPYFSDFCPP
Target sequence (Q15078 whole entry, looked up): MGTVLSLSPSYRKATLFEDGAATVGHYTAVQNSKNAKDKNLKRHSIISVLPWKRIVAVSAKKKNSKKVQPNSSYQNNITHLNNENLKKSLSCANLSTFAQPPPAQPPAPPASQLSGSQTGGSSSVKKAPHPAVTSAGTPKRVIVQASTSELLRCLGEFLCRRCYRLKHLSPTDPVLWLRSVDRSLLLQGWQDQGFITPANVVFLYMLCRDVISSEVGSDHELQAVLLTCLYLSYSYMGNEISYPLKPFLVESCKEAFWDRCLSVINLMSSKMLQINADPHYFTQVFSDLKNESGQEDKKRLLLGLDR
Rtt109 HAT inh: C. albicans Rtt109 histone acetyltransferase inhibition; purified Rtt109/Vps75, ThioGlo CoA-SH fluorescence, 4 h; inhibition, % at 34.9 µM; 0.16% of 330,000 active;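 active = inhibition of at least 50% in every replicate; inconclusive = best replicate reaches 50% inhibition but some replicates fall short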
Target sequence (Q5AAJ8 whole entry, looked up): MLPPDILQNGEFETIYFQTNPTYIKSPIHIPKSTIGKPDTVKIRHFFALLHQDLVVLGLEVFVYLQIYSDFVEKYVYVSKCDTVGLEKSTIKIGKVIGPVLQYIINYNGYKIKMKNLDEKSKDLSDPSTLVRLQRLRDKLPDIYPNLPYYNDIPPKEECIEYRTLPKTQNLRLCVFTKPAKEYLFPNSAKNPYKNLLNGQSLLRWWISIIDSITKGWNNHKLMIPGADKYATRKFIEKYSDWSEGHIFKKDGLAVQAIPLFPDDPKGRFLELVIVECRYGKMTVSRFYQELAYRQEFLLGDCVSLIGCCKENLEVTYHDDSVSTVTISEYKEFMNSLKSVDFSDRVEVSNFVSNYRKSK
An asterisk follows results filed as active.

What do the screens show for `O=C1C2C3CCC(O3)C2C(=O)N1c1cc(OCC(F)F)cc([N+](=O)[O-])c1` (stereo unspecified)?
CAL PDZ FP-1: -5; cardiac RTF act: 7; Wnt act: 2; MITF TRPM1 HTS: 3; CAL PDZ FP-2: 0.9; V-ATPase pHluor: -2; dFosB activator: 0; Tat export inh: 1; CDK5 p35 inh: -0.7; Rtt109 HAT inh: -2

How did CCOC(=O)CNC(=S)N(Cc1ccccc1)Cc1ccccc1F do in these assays?
CAL PDZ FP-1: 2; cardiac RTF act: 2; Wnt act: -2; MITF TRPM1 HTS: 7; CAL PDZ FP-2: -0.4; V-ATPase pHluor: 0; dFosB activator: -7; Tat export inh: 5; CDK5 p35 inh: 1.0; Rtt109 HAT inh: 9

How did Cn1cc(CN2C[C@]3(C)C[C@H]2CC(C)(C)C3)c(-c2ccc3c(c2)OCCO3)n1 do in these assays?
CAL PDZ FP-1: 0; cardiac RTF act: 1; Wnt act: 0; MITF TRPM1 HTS: 10; CAL PDZ FP-2: -0.4; V-ATPase pHluor: 1; dFosB activator: 0; Tat export inh: 25; CDK5 p35 inh: 0.1; Rtt109 HAT inh: 5

What do the screens show for `COc1ccc(C2NC(=O)NC(c3ccccc3)=C2c2nc3ccccc3s2)cc1` (stereo unspecified)?
CAL PDZ FP-1: 0; cardiac RTF act: 2; Wnt act: -1; MITF TRPM1 HTS: 11; CAL PDZ FP-2: -0.7; V-ATPase pHluor: -6; dFosB activator: -1; Tat export inh: 1; CDK5 p35 inh: 0.8; Rtt109 HAT inh: 8

Results for O=C1Nc2ccc(Br)cc2/C1=C/C1CC=CCC1 (stereo unspecified) ?
CAL PDZ FP-1: -3; cardiac RTF act: 0; Wnt act: -2; MITF TRPM1 HTS: -20; CAL PDZ FP-2: 0.0; V-ATPase pHluor: 0; dFosB activator: -19; Tat export inh: -2; CDK5 p35 inh: 1.2; Rtt109 HAT inh: 1

What do the screens show for `COc1ccccc1OCCNC(=O)c1cccc(S(=O)(=O)N2CCN(C)CC2)c1`?
CAL PDZ FP-1: -2; cardiac RTF act: 0; Wnt act: 0; MITF TRPM1 HTS: 16; CAL PDZ FP-2: -1.7; V-ATPase pHluor: 6; dFosB activator: -6; Tat export inh: 7; CDK5 p35 inh: -0.1; Rtt109 HAT inh: -3

What do the screens show for `COc1cccc(NC(=S)N(CCCN2CCOCC2)Cc2cn(C)c3ccccc23)c1`?
CAL PDZ FP-1: -3; cardiac RTF act: 4; Wnt act: 9; MITF TRPM1 HTS: 4; CAL PDZ FP-2: -2.5; V-ATPase pHluor: -1; dFosB activator: -6; Tat export inh: 16; CDK5 p35 inh: -5.2; Rtt109 HAT inh: 0

What do the screens show for `CC(NC(=O)COC(=O)c1ccc2ccccc2n1)C1CC2CCC1C2` (stereo unspecified)?
cardiac RTF act: 4; Wnt act: 0; MITF TRPM1 HTS: -15; CAL PDZ FP-2: -0.9; V-ATPase pHluor: -2; dFosB activator: -6; Tat export inh: -5; CDK5 p35 inh: 1.1; Rtt109 HAT inh: 6

Results for Cc1ccc(NCc2n[nH]c(=S)n2-c2ccccc2)c(C)c1 ?
cardiac RTF act: -3; Wnt act: -1; CAL PDZ FP-2: 0.4; V-ATPase pHluor: 1; dFosB activator: -12; Tat export inh: 4; CDK5 p35 inh: -4.8; Rtt109 HAT inh: -5

How did NNc1cc([N+](=O)[O-])cc2c1C(=O)N(Cc1ccccc1)S2=O (stereo unspecified) do in these assays?
cardiac RTF act: 2; Wnt act: 0; MITF TRPM1 HTS: -7; CAL PDZ FP-2: -0.5; V-ATPase pHluor: 0; dFosB activator: -11; Tat export inh: -2; CDK5 p35 inh: -2.6; Rtt109 HAT inh: 16

How did CC1=NN(c2nc(-c3ccc(C)cc3)cs2)C(=O)C1N=Nc1ccc(C(N)=O)cc1 (stereo unspecified) do in these assays?
cardiac RTF act: 5; Wnt act: -32; MITF TRPM1 HTS: -101; CAL PDZ FP-2: 0.5; V-ATPase pHluor: 1; dFosB activator: -18; Tat export inh: 1; CDK5 p35 inh: 1.3; Rtt109 HAT inh: 0

How did Cc1ccc(-c2nn(CC(=O)Nc3cccnc3)c(=O)c3ccccc23)cc1 do in these assays?
CAL PDZ FP-1: 0; cardiac RTF act: 7; Wnt act: 4; V-ATPase pHluor: 0; dFosB activator: -22; Tat export inh: 3; CDK5 p35 inh: 0.6; Rtt109 HAT inh: 0

How did C[C@H](CO)N1C[C@H](C)[C@@H](CN(C)S(=O)(=O)c2ccccc2)Oc2ccc(NS(=O)(=O)c3cn(C)cn3)cc2C1=O do in these assays?
CAL PDZ FP-1: 15; cardiac RTF act: -4; Wnt act: 5; MITF TRPM1 HTS: 1; CAL PDZ FP-2: 0.3; V-ATPase pHluor: 2; dFosB activator: -4; Tat export inh: -3; CDK5 p35 inh: -0.5; Rtt109 HAT inh: -1

How did O=C(O)C1C2C=CC(C2)C1C(=O)NCCc1ccncc1 (stereo unspecified) do in these assays?
CAL PDZ FP-1: -3; cardiac RTF act: 3; Wnt act: -7; V-ATPase pHluor: 1; dFosB activator: 6; Tat export inh: -5; CDK5 p35 inh: -0.9; Rtt109 HAT inh: -8

How did O=C(CSc1nc2ccccc2c(=O)[nH]1)c1ccc(O)cc1O do in these assays?
cardiac RTF act: 2; Wnt act: -1; MITF TRPM1 HTS: -5; CAL PDZ FP-2: -3.1; V-ATPase pHluor: -1; dFosB activator: -10; Tat export inh: 5; CDK5 p35 inh: 0.5; Rtt109 HAT inh: 2

What do the screens show for `CCNC(=O)c1ccc(NS(=O)(=O)c2ccccc2)cc1`?
CAL PDZ FP-1: -3; cardiac RTF act: 10; MITF TRPM1 HTS: -3; CAL PDZ FP-2: -2.3; V-ATPase pHluor: 2; dFosB activator: -2; Tat export inh: inconclusive; CDK5 p35 inh: -0.5; Rtt109 HAT inh: -10

What do the screens show for `O=C(c1ccccc1)c1ccncc1`?
CAL PDZ FP-1: 10; cardiac RTF act: 16; V-ATPase pHluor: 6; dFosB activator: -1; Tat export inh: -9; CDK5 p35 inh: -0.6; Rtt109 HAT inh: -7

What do the screens show for `CCOC(=O)CNC(=O)N1CCCC(Cc2ccccc2)(C(=O)OCC)C1` (stereo unspecified)?
CAL PDZ FP-1: -5; cardiac RTF act: 1; Wnt act: 1; CAL PDZ FP-2: -0.4; V-ATPase pHluor: 0; dFosB activator: -11; Tat export inh: -2; CDK5 p35 inh: -0.2; Rtt109 HAT inh: -5

Results for O=C1CCC[C@@H]2CC(N3CCCCC3)C[C@@H]3CCN1[C@H]23 (stereo partly specified) ?
CAL PDZ FP-1: -6; cardiac RTF act: -3; Wnt act: -1; MITF TRPM1 HTS: 1; CAL PDZ FP-2: 0.4; V-ATPase pHluor: 3; dFosB activator: 7; Tat export inh: 0; CDK5 p35 inh: -0.1; Rtt109 HAT inh: -1

How did O=S(=O)(Nc1nc2ccccc2nc1-[n+]1ccccc1)c1ccc(Cl)cc1 do in these assays?
CAL PDZ FP-1: 10; cardiac RTF act: 4; MITF TRPM1 HTS: -3; CAL PDZ FP-2: -1.0; V-ATPase pHluor: -2; dFosB activator: 3; Tat export inh: 0; CDK5 p35 inh: 0.1; Rtt109 HAT inh: -1

Results for COCCCNC(=O)C[C@H]1C[C@H](C(=O)N(C(C)C)C(C)C)[C@@]2(C)c3[nH]c4cc(-c5ccco5)ccc4c3CCN2C1=O ?
CAL PDZ FP-1: -2; cardiac RTF act: -6; Wnt act: -2; MITF TRPM1 HTS: -16; CAL PDZ FP-2: -3.8; V-ATPase pHluor: 5; dFosB activator: -12; Tat export inh: 5; CDK5 p35 inh: -0.7; Rtt109 HAT inh: 2

Results for CCC(C)NC(=O)C(=O)NCc1ccccn1 (stereo unspecified) ?
CAL PDZ FP-1: -4; cardiac RTF act: -1; Wnt act: -2; MITF TRPM1 HTS: 5; CAL PDZ FP-2: -0.9; V-ATPase pHluor: -1; dFosB activator: 6; Tat export inh: -9; CDK5 p35 inh: 2.4; Rtt109 HAT inh: -5

What do the screens show for `N/C(Cc1ccc([N+](=O)[O-])cc1)=N\OC(=O)c1ccccc1F`?
CAL PDZ FP-1: -4; cardiac RTF act: -1; Wnt act: 30; MITF TRPM1 HTS: 57; CAL PDZ FP-2: -0.1; V-ATPase pHluor: -3; dFosB activator: 1; Tat export inh: -5; CDK5 p35 inh: 1.2; Rtt109 HAT inh: 2

Results for O=C(O)CSCC(=O)N1CCN(c2nc3cc(Cl)ccc3s2)CC1 ?
CAL PDZ FP-1: -3; cardiac RTF act: 0; Wnt act: 1; MITF TRPM1 HTS: 15; CAL PDZ FP-2: -0.9; V-ATPase pHluor: 0; dFosB activator: 2; Tat export inh: -3; CDK5 p35 inh: -0.8; Rtt109 HAT inh: -11

Results for CCCCNS(=O)(=O)c1ccc(NC(=O)C2CCCO2)cc1 (stereo unspecified) ?
CAL PDZ FP-1: -2; cardiac RTF act: 7; MITF TRPM1 HTS: 1; CAL PDZ FP-2: -0.1; V-ATPase pHluor: -3; dFosB activator: 0; Tat export inh: -12; CDK5 p35 inh: 0.7; Rtt109 HAT inh: 3

Results for COc1cc2c(cc1NC(=O)c1cc(-c3ccncc3)nc3ccc(C)cc13)oc1ccccc12 ?
cardiac RTF act: 0; MITF TRPM1 HTS: -6; CAL PDZ FP-2: 0.3; V-ATPase pHluor: -3; dFosB activator: -6; Tat export inh: 3; CDK5 p35 inh: -1.3; Rtt109 HAT inh: -15

Results for CN(CC(=O)Nc1cccc(F)c1)C(=O)/C=C/c1ccc(Br)s1 ?
CAL PDZ FP-1: -2; cardiac RTF act: -4; Wnt act: -2; MITF TRPM1 HTS: 1; CAL PDZ FP-2: -3.3; V-ATPase pHluor: -1; dFosB activator: -7; Tat export inh: -1; CDK5 p35 inh: -0.3; Rtt109 HAT inh: -6

What do the screens show for `Cc1cc(C)c2c(=O)c(C#N)coc2c1`?
CAL PDZ FP-1: -18; cardiac RTF act: 4; Wnt act: 2; CAL PDZ FP-2: -2.1; V-ATPase pHluor: 2; dFosB activator: -4; Tat export inh: 0; CDK5 p35 inh: 0.4; Rtt109 HAT inh: 1

What do the screens show for `Cc1ccc(-c2nc(=S)c3c(n2Cc2ccco2)CCCC3)cc1`?
CAL PDZ FP-1: -2; cardiac RTF act: 2; MITF TRPM1 HTS: -24; CAL PDZ FP-2: -0.9; V-ATPase pHluor: 2; dFosB activator: -12; Tat export inh: 0; CDK5 p35 inh: 1.8; Rtt109 HAT inh: 1

Results for CCC(CC)c1nnc(NC(=O)Cc2ccccc2[N+](=O)[O-])s1 ?
CAL PDZ FP-1: -10; cardiac RTF act: -3; Wnt act: -1; MITF TRPM1 HTS: -9; CAL PDZ FP-2: -0.2; V-ATPase pHluor: 0; dFosB activator: -8; Tat export inh: 2; CDK5 p35 inh: -0.9; Rtt109 HAT inh: 1

What do the screens show for `CCc1noc(C)c1C(=O)OCC(=O)Nc1c(F)cccc1F`?
CAL PDZ FP-1: -6; cardiac RTF act: -6; Wnt act: -4; MITF TRPM1 HTS: 9; CAL PDZ FP-2: -0.9; V-ATPase pHluor: -3; dFosB activator: 2; Tat export inh: -5; CDK5 p35 inh: 1.2; Rtt109 HAT inh: -12

Assay outcomes from PubChem.
